IDE act – boosts human insulin-degrading enzyme activity in HEK cells; actives 0.073% (n = 340,000); FAbeta-B cleavage, fluorescence polarization; 0% vehicle, 100% cell-free pure enzyme wells; P14735; activation, % at 5.96 µM;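 active means activation above the mean of all tested compounds plus 3 SD, set per screening campaign, cut at about 17% in these data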
Target sequence (P14735 whole entry, looked up): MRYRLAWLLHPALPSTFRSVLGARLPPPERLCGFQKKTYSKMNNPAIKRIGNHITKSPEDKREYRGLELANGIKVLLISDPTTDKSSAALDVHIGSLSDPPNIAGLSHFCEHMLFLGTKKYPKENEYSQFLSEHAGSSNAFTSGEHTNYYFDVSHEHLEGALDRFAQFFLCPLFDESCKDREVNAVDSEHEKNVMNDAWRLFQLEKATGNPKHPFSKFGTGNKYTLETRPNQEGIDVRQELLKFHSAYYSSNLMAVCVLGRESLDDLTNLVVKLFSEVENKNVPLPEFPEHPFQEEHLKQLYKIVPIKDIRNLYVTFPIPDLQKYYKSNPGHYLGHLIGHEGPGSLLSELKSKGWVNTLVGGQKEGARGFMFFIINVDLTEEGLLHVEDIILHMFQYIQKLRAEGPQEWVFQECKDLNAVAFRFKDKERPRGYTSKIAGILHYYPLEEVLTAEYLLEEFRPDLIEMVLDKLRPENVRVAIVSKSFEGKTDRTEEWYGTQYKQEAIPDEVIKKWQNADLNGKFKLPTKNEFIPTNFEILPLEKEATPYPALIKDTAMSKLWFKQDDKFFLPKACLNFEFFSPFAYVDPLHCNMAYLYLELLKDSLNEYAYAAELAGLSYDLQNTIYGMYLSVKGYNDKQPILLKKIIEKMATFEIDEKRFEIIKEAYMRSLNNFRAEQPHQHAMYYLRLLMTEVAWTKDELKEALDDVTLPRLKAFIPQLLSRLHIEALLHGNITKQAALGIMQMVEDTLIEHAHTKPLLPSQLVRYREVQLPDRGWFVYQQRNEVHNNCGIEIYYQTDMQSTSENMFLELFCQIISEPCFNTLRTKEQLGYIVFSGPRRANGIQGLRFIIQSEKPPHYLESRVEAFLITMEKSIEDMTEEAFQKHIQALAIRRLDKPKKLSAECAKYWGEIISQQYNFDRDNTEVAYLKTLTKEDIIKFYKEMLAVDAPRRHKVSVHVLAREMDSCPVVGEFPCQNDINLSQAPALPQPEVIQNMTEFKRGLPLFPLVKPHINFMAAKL
IDE inh – cellular human IDE inhibition; P14735; HEK cells, FAbetaB cleavage, fluorescence polarization; inhibition, % at 5.59 µM; actives 0.41% (n = 320,000); AID 434962;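 active means percent inhibition above the average of all tested compounds plus 3 SD, set per screening campaign, cut at about 16% in these data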;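 further: IDE supplied by intact live HEK cells; FP after avidin binding of uncleaved biotin substrate so inhibition keeps polarization high; 0% = DMSO wells and 100% = 60 µM reference IDE inhibitor Ii1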
An asterisk follows results filed as active. A portion of the library, so the mix of outcomes need not match the whole.

# | IDE act | IDE inh | Molecule
1 | 4 | -3 | Cc1ccccc1-n1c(SCC(=O)N2CCN(c3ccccn3)CC2)nnc1N1CCOCC1
2 | 4 | -3 | CC(C)OCCCn1c(SC(C)C(=O)NC2CC2)nc2ccccc2c1=O (stereo not given)
3 | -2 | 2 | CN(c1ccccc1)S(=O)(=O)c1cccc(C(=O)OCC(=O)Nc2ccc(C(N)=O)cc2)c1
4 | -3 | 0 | O=C(NCCOc1ccc(Cl)cc1)c1cccc(S(=O)(=O)N2CCCC2)c1
5 | 4 | 0 | Cc1cc2c(c(C)c1CCO)C(=O)[C@H](C)C2
6 | 5 | -1 | CCOc1ccc(CN(C)C(=O)CN2C(=O)NC(c3ccccc3)(c3ccccc3)C2=O)cc1
7 | 1 | -1 | CC(C)CCN1C(=O)c2ccc(C(=O)OCC(=O)N(C)C3CCS(=O)(=O)C3)cc2C1=O (stereo not given)
8 | 5 | -1 | CC1CCC(NC(=O)CN2C(=O)c3ccccc3S2(=O)=O)CC1 (stereo not given)
9 | 2 | -1 | COc1ccc(CCN(C)C(=O)c2c(C)noc2C)cc1OC
10 | 1 | 3 | COc1ccc(C(=O)NCC(=O)OCC(=O)NC2CCCCCC2)cc1
11 | 4 | 3 | O=C(Cn1c(NCCO)nc2ccccc21)Nc1cccc(S(=O)(=O)N2CCCC2)c1
12 | 7 | -4 | Cc1cc(SCC(=O)OC(C)C(=O)N(C)c2ccccc2)nc2ccccc12 (stereo not given)
13 | 4 | -2 | CCOC(=O)[C@H]1[C@H]2COc3ccc(C)cc3[C@@H]2N2C(=O)c3ccc(F)cc3NC(=O)[C@@]12C
14 | -1 | 4 | O=C1NC[C@@H](c2ccccc2)OC(=O)[C@@H](Cc2ccc(F)cc2)C/C=C\C[C@@H]1CC(=O)N(CCO)Cc1ccccc1
15 | 3 | 0 | Cc1ccc(N(CCC#N)C(=O)COC(=O)c2nc3nc(C)cc(C)n3n2)cc1
16 | -1 | 4 | O=C(COc1ccc(F)cc1Cl)Nc1ccc(S(=O)(=O)Nc2nccs2)cc1
17 | 4 | 7 | CC1CCCC(NC(=O)CN(C)CC(=O)Nc2cccc(F)c2)C1C (stereo not given)
18 | 0 | -2 | COc1ccccc1N(CC(=O)N/N=C(\C)c1ccc(F)cc1)S(=O)(=O)c1ccccc1
19 | 1 | 0 | COc1ccccc1C(CNC(=O)c1ccc(S(=O)(=O)N2CCCCC2)cc1)N(C)C (stereo not given)
20 | 2 | 4 | COc1cccc(NC(=O)CN(C)C(=O)c2cccnc2Nc2cccc(C(F)(F)F)c2)c1
21 | 3 | 2 | Cc1cccc(OCCCCN2CCNCC2)c1
22 | 0 | 0 | Cc1cc(C)c(OCC(=O)OCC(=O)NNC(=O)c2ccccc2F)c(C)c1
23 | 8 | 6 | O=C(Nc1ccccn1)C1CCN(C(=O)c2ccc(F)cc2)CC1
24 | -3 | 0 | CCN(C[C@H]1N[C@@](CC)(C(=O)OC)[C@H]2C(=O)N(Cc3ccccc3)C(=O)[C@@H]12)S(=O)(=O)c1ccc(F)cc1
25 | 4 | 5 | C=CC[C@@H](CC(=O)N(CCO)Cc1ccccc1)C(=O)N[C@H](C)COC(=O)[C@@H](CC=C)Cc1ccc(F)cc1
26 | -6 | 3 | C[C@H](CO)N1C[C@H](C)[C@H](CN(C)C(=O)Nc2ccc(C(F)(F)F)cc2)Oc2c(NC(=O)c3ccncc3)cccc2C1=O
27 | 2 | -3 | Cc1nn(C)c(C)c1NS(=O)(=O)c1ccc(OC(F)(F)F)cc1
28 | 0 | 4 | COc1ccc(S(=O)(=O)N2CCOCC2)cc1NC(=O)c1cc(=O)[nH]c2ccccc12
29 | 7 | 3 | O=C1NC[C@H](CC2CCCCC2)N(CCc2cccc(F)c2)C1=O
30 | 0 | 5 | COc1cccc(CN(C)CC(=O)Nc2ccccc2C(=O)NC2CC2)c1
31 | -1 | -5 | Cc1ccc(S(=O)(=O)N2CCC(C(=O)Nc3ccccc3N3CCCCC3)CC2)cc1C
32 | 7 | 2 | CCC(C(=O)n1cccc1C#N)c1ccccc1C (stereo not given)
33 | 3 | 0 | COc1cccc(CC(=O)OCC(=O)N(C)CC(=O)Nc2ccc(F)cc2)c1
34 | 4 | -1 | C[C@H](NC(=O)c1nc[nH]c1C(=O)N1CCNCC1)C(=O)OC(C)(C)C
35 | 0 | -2 | CC(OC(=O)c1cc(=O)[nH]c2ccccc12)C(=O)Nc1ccc(Cl)cn1 (stereo not given)
36 | 2 | 3 | CCN(CC(=O)Nc1ccc(NC(C)=O)cc1)C(=O)C1CCCC1
37 | 5 | 6 | O=C(NCCS(=O)(=O)N1CCN(c2cccc(Cl)c2)CC1)c1ccc2c(c1)OCO2
38 | 3 | 9 | CN(CC(=O)Nc1cccc(F)c1)C(=O)c1cccnc1Sc1ccc(Cl)cc1
39 | -1 | 1 | COc1cccc(NC(=O)CN(C)C(=O)c2ccccc2Sc2ccccc2C#N)c1
40 | 4 | 0 | COc1cccc(CC(=O)Nc2ccc3c(c2)OC2(CCCC2)O3)c1
41 | 3 | 6 | COc1cccc(COC(=O)c2sc3nc4n(c(=O)c3c2C)CCC4)c1OC
42 | 3 | 2 | Cc1ccc(N2C(=O)N3[C@@H]4c5ccccc5OC[C@@H]4[C@@H](c4ccccc4)[C@@]3(C)C2=O)cc1
43 | 4 | 1 | COc1ccc(S(=O)(=O)N(C)C[C@H]2Oc3ccc(NC(=O)C4CC4)cc3C(=O)N([C@H](C)CO)C[C@@H]2C)cc1
44 | 1 | 3 | CC1CCCCN1C(=O)COC(=O)c1ccc2ccccc2n1 (stereo not given)
45 | 2 | -3 | CN(CC(=O)Nc1cccc(F)c1)C(=O)c1cn2ccccc2n1
46 | 0 | 3 | COc1ccc(N(CC(=O)NCc2cccnc2)S(=O)(=O)c2ccccc2)c(OC)c1
47 | -2 | 1 | Cc1cccc(NC(=O)c2ccccc2SCc2ccc(F)cc2)n1
48 | -4 | 3 | CN(CC(=O)Nc1ccccc1Cl)C(=O)c1cccc(-n2cccc2)c1
49 | 7 | -4 | Cc1ccc(S(=O)(=O)N2CCN(C(=O)c3cc4c(s3)CCCC4)CC2)cc1
50 | -1 | 1 | CC(=O)N/C(=C\c1ccccc1)C(=O)OCC(=O)c1c(N)n(CC(C)C)c(=O)n(C)c1=O

The list continues:
# | IDE act | IDE inh | Molecule
51 | 5 | 2 | CCOc1ccc(/C=C(\C#N)C(=O)NC2CC2)c(OCC)c1
52 | -3 | 9 | CC12CCC(=O)N1C(C(=O)N1CCN(S(=O)(=O)c3cccc(C(F)(F)F)c3)CC1)CS2 (stereo not given)
53 | 2 | 4 | O=C(COC(=O)C1CC2C=CC1C2)Nc1c(Br)cc([N+](=O)[O-])cc1Br (stereo not given)
54 | 4 | -1 | C[C@H]1COC(=O)[C@@H](Cc2ccc(F)cc2)CC/C=C/C[C@H](CC(=O)N(CCO)Cc2ccccc2)C(=O)N1
55 | 3 | -2 | COc1ccc(NC(=O)CN(C)C(=O)c2c(C)nn(Cc3ccccc3)c2C)cc1
56 | -4 | 8 | COc1cccc(C(=O)NCCS(=O)(=O)N(C)Cc2ccccc2)c1
57 | 1 | 1 | Nc1nc(SCC(=O)Nc2cccc(F)c2)n[nH]1
58 | 3 | 1 | CCCc1cc(C(=O)OCC(=O)N2CCN(c3ccc(OC)cc3)CC2)sc1C
59 | 4 | -2 | CC(C)CCCN1C(N(C)C)=NC[C@@H]1C
60 | 3 | -5 | NS(=O)(=O)c1cc(C(=O)OCC(=O)NNC(=O)c2ccccc2)ccc1Cl
61 | -1 | -2 | Cc1nn(-c2ccccc2)c(C)c1NC(=O)COC(=O)Cc1ccccc1F
62 | 4 | 0 | COc1ccc(S(=O)(=O)N2CCOCC2)cc1NC(=O)c1ccc(OCC(C)C)c(OC)c1
63 | 3 | -1 | CCc1cc(C(=O)Nc2nnc(C3CC3)s2)sc1C
64 | 2 | 3 | CCNC(=O)N(C)C[C@H]1N[C@@](Cc2ccccc2)(C(=O)OC)[C@H]2C(=O)N(C)C(=O)[C@@H]12
65 | 4 | 2 | CCOC(=O)[C@H]1[C@H]2COc3ccc(C)cc3[C@@H]2N2C(=O)[C@@H](CO)NC(=O)[C@@]12C
66 | 0 | 1 | CC(C(=O)N1CCCC1)N1CCN(S(=O)(=O)c2ccc(C(C)(C)C)cc2)CC1 (stereo not given)
67 | 5 | 1 | Cc1nnc(SC(C)C(=O)N(C)C2CCCCC2)n1N (stereo not given)
68 | -1 | 5 | CN(CC(=O)Nc1ccc(Cl)c(Cl)c1)C(=O)CNC(=O)Cc1ccccc1
69 | -1 | 0 | Cc1cccc(C(=O)NCCC(=O)N2CCc3ccccc3C2)c1
70 | 3 | 13 | C[C@H](CO)N1C[C@H](C)[C@@H](CN(C)C(=O)Nc2ccccc2)Oc2c(NC(=O)Nc3ccc4c(c3)OCO4)cccc2C1=O
71 | 3 | 2 | CSc1ccc(/C=C/C(=O)OCC(=O)NCC2CCCO2)cc1 (stereo not given)
72 | 6 | 0 | Cc1cccc(NC(=O)CN(CC2CCCO2)C(=O)c2oc3ccc(F)cc3c2C)c1C (stereo not given)
73 | -2 | 3 | COC(=O)C[C@H]1c2cc(C(F)(F)F)ccc2S(=O)(=O)N1Cc1ccccc1OC
74 | -4 | -1 | COC(C[C@H]1O[C@H]1C(=O)[C@@H](C)OCc1ccccc1)OC
75 | 2 | -1 | COc1ccc(C#Cc2c(-c3ccccc3)n(-c3ccccc3)c3ccc(CO)cc23)cc1
76 | 0 | 8 | Cc1c(N(C)S(=O)(=O)c2cc(C(=O)Nc3ccccn3)ccc2Cl)c(=O)n(-c2ccccc2)n1C
77 | -4 | 3 | O=C(COC(=O)Cc1c[nH]c2ccccc12)Nc1cc(S(=O)(=O)N2CCOCC2)ccc1Cl
78 | -1 | 4 | CN(C)C(CNC(=O)CSc1nc2ccccc2c(=O)n1Cc1ccco1)c1ccccc1 (stereo not given)
79 | 7 | 0 | COc1ccc(C(=O)NCC2CCCN2S(=O)(=O)c2cccs2)cc1 (stereo not given)
80 | 3 | 1 | CCOC(=O)c1c(C)[nH]c(C(=O)OCC(=O)NCc2ccc(OC)c(OC)c2)c1C
81 | 2 | 0 | CNC[C@H]1Oc2c(NC(=O)c3ccc(-c4nccs4)cc3)cccc2C(=O)N([C@@H](C)CO)C[C@@H]1C
82 | 0 | 1 | Cc1ccc(CN(C)C(=O)COC(=O)CSc2ccc([N+](=O)[O-])cc2)cc1
83 | -2 | 3 | CC(C)C[C@H](NC(=O)c1nc[nH]c1C(=O)N1CCNCC1)C(=O)OCc1ccccc1
84 | -3 | -2 | COc1cc(OC)cc(-c2c(-c3ccsc3)c3cc(Br)ccc3n2C)c1
85 | 4 | -1 | Cc1ccc(NC(=O)NC2CC(=O)N(c3ccc4c(c3)OCCO4)C2)c(C)c1 (stereo not given)
86 | 6 | 3 | CN(CC(=O)Nc1ccccc1C(F)(F)F)C(=O)c1cc(Cl)nc2ccccc12
87 | 6 | 0 | O=C(NCC(=O)N1CCN(c2ccccc2O)CC1)c1ccc(Br)o1

Filtered by structure, those above containing a Cl atom (eleven)
# | IDE act | IDE inh | Molecule
4 | -3 | 0 | O=C(NCCOc1ccc(Cl)cc1)c1cccc(S(=O)(=O)N2CCCC2)c1
16 | -1 | 4 | O=C(COc1ccc(F)cc1Cl)Nc1ccc(S(=O)(=O)Nc2nccs2)cc1
35 | 0 | -2 | CC(OC(=O)c1cc(=O)[nH]c2ccccc12)C(=O)Nc1ccc(Cl)cn1 (stereo not given)
37 | 5 | 6 | O=C(NCCS(=O)(=O)N1CCN(c2cccc(Cl)c2)CC1)c1ccc2c(c1)OCO2
38 | 3 | 9 | CN(CC(=O)Nc1cccc(F)c1)C(=O)c1cccnc1Sc1ccc(Cl)cc1
48 | -4 | 3 | CN(CC(=O)Nc1ccccc1Cl)C(=O)c1cccc(-n2cccc2)c1
60 | 3 | -5 | NS(=O)(=O)c1cc(C(=O)OCC(=O)NNC(=O)c2ccccc2)ccc1Cl
68 | -1 | 5 | CN(CC(=O)Nc1ccc(Cl)c(Cl)c1)C(=O)CNC(=O)Cc1ccccc1
76 | 0 | 8 | Cc1c(N(C)S(=O)(=O)c2cc(C(=O)Nc3ccccn3)ccc2Cl)c(=O)n(-c2ccccc2)n1C
77 | -4 | 3 | O=C(COC(=O)Cc1c[nH]c2ccccc12)Nc1cc(S(=O)(=O)N2CCOCC2)ccc1Cl
86 | 6 | 3 | CN(CC(=O)Nc1ccccc1C(F)(F)F)C(=O)c1cc(Cl)nc2ccccc12

Assay outcomes as filed in PubChem.
